RXFP1 agonist – qHTS Assay for Agonists of the Relaxin Receptor RXFP1 | 370,000 compounds, 0.3% hits | HEK293T-RXFP1 cAMP TR-FRET, 30 min; response scale: percent of porcine relaxin response, buffer zero | Relaxin receptor 1 (Homo sapiens), Q9HBX9 | Potency, µM (series often up to 57.5 µM), without a hit: at the top dose activation, hits mostly activators | AID 2676, 2010; further: potency means the concentration at half of the fitted maximal effect; on the % scale 0 is the no-effect control and ±100 the full control effect; nearly all actives have a fitted effect of over 60% in size; many of its hits are not listed in these tables
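HEK293T cells stably expressing RXFP1 were pretreated with the PDE4 inhibitor Ro 20174, exposed to compounds for 30 min at 37C, lysed, and cAMP was read by TR-FRET. Data normalized to buffer (basal) and 29 nM porcine relaxin (100%).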
IDH1 R132H inh – qHTS for Inhibitors of mutant isocitrate dehydrogenase 1 (IDH1): qHTS; AID 602179, 2012; Potency, µM (doses to about 76.6 µM), for inactives: top-dose activity change, negative = inhibition, hits mostly inhibitors; IDH1-R132H enzyme, NADPH consumption, diaphorase/resazurin fluorescence; 390,000 compounds, 0.093% hits; Isocitrate dehydrogenase [NADP] cytoplasmic (Homo sapiens), O75874; further: potency means the concentration at half of the fitted maximal effect; on the % scale 0 is the no-effect control and ±100 the full control effect; nearly all actives have a fitted effect of over 65% in size
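IDH1-R132H (0.5 ug/mL dispensed) in pH 7.5 Tris buffer was preincubated 30 min with compound, then given a substrate mix of 0.016 mM NADPH and 2 mM alpha-KG for 80 min at room temperature; remaining NADPH was read by diaphorase/resazurin fluorescence.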
USP1-UAF1 inh – Inhibitors of USP1/UAF1: Primary Screen. Ubiquitin carboxyl-terminal hydrolase 1 (Homo sapiens), O94782. recombinant USP1/UAF1, Ub-Rhodamine cleavage fluorescence. Potency, µM (doses to about 57.1 µM), for the others: at the highest dose activity change, negative = inhibition, actives largely listed as inhibitors. 390,000 compounds, 0.23% hits. AID 743255, 2014; further: potency means the concentration at half of the fitted maximal effect; on the % scale 0 is the no-effect control and ±100 the full control effect; nearly all actives have a fitted effect of over 60% in size; inactives centre near -12
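USP1/UAF1 complex (1 nM) preincubated 15 min at room temperature with compound, then Ub-Rho substrate (150 nM final) added. Kinetic fluorescence at 480/540 nm over 6 reads at 60 s intervals; 50 mM HEPES pH 7.8, 0.5 mM EDTA, 0.1 mg/ml BSA, 1 mM TCEP, 0.01% Tween-20.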
Vif-A3G inh – qHTS for Inhibitors of Vif-A3G Interactions: qHTS; DNA dC->dU-editing enzyme APOBEC-3G (Homo sapiens), Q9HC16; HeLa A3G-eYFP + Vif (tagged APOBEC3G with the HIV-1 protein that degrades it), YFP fluorescence, overnight; Potency, µM (series often up to 46.1 µM), inactives show top-dose activity, negative = active, hits mostly inhibitors; 410,000 compounds, 0.076% hits; AID 602310, 2012;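 further: potency means the concentration at half of the fitted maximal effect; on the % scale 0 is the no-effect control and ±100 the full control effect; nearly all actives have a fitted effect of over 60% in size; hits raise eYFP signal because A3G escapes Vif-driven loss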
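Read-out is eYFP fluorescence (Ex 488/Em 500-530) from Vif-expressing HeLa A3G-eYFP cells; more signal means A3G escaped Vif-mediated degradation. Cells plated overnight, compound pinned in, incubated overnight at 37 deg C.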
PI4K2A block – qHTS for small molecular inhibitors of PI4K2A; Phosphatidylinositol 4-kinase type 2-alpha (Homo sapiens), Q9BTU6; activity change, negative = inhibition, % at 76.9 µM; purified PI4K2A, ADP-Glo luminescence, 1 h; stronger effect = lower value; 420,000 compounds, 0.13% hits; in the data active means activity change below about -50%; inconclusive means mostly about -30% to -49%;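 further: -100% = wells without enzyme as full effect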
Target sequence (Q9BTU6 whole entry, looked up): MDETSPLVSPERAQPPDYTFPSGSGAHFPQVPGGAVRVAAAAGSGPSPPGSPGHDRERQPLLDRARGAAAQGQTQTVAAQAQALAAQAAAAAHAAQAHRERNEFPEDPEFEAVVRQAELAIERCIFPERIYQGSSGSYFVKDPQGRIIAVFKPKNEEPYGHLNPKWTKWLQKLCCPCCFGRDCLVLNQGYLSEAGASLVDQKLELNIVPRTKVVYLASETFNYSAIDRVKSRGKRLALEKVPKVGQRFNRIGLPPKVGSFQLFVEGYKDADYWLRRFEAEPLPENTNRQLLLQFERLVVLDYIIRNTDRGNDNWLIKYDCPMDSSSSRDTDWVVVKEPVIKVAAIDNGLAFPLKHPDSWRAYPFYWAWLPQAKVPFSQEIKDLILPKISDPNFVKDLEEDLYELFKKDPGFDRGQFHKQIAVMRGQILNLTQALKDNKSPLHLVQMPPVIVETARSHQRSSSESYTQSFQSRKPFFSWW
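ADP-Glo luminescence measured ADP generated by PI4K2A enzyme (4 ug/mL before mixing) with 1.2 mM PI substrate (pre-mix) and 300 microM ATP (pre-mix). Tris pH7.5 buffer with MgCl2, Triton X-100; 1 h reaction at ambient temperature.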
TrxR1 substrate – qHTS Assay for Substrates of Mammalian Selenoprotein Thioredoxin Reductase 1 (TrxR1): qHTS; Thioredoxin reductase 1, cytoplasmic (Rattus norvegicus), O89049; purified TrxR1 substrate turnover, NADPH consumption readout; Potency, µM (doses to about 114 µM), inactives show at the top dose activity change, negative = substrate turnover; 390,000 compounds, 0.01% hits; AID 588456, 2011; further: potency means the concentration at half of the fitted maximal effect; on the % scale 0 is the no-effect control and ±100 the full control effect; nearly all actives have a fitted effect of over 50% in size
Target sequence (O89049 whole entry, looked up): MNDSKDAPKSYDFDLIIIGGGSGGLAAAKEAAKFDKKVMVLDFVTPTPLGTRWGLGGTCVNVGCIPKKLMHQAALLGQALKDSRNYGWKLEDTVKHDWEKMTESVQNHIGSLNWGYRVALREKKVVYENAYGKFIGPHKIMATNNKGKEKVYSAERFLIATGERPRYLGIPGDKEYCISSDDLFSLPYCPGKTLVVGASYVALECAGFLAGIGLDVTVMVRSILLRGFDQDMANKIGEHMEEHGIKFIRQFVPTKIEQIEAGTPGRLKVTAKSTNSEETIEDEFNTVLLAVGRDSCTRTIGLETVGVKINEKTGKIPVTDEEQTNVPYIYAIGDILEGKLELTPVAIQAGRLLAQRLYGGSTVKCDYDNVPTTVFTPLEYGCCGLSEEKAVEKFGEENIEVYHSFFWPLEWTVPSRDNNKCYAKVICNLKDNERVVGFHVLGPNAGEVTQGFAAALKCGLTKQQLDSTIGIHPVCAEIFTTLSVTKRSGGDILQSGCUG
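Rat TrxR1, dispensed at 90 nM, was prereduced with 400 uM NADPH (final) for 5 min at ~22 deg C, then incubated with compound 15 min before 400 uM selenite. A first-read NADPH fluorescence drop versus no-compound background flagged substrates.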
GRP78 ERSR act – qHTS for Inducers of the Endoplasmic Reticulum Stress Response (ERSR) in Human Glioma: qHTS. U87-MG GRP78 promoter luciferase reporter, 16 h. Potency, µM, for the others: top-dose activation, hits mostly activators. 420,000 compounds, 0.02% hits; further: potency means the concentration at half of the fitted maximal effect; series mostly up to about 76 µM; % of control where 0% means no effect; nearly all actives have a fitted effect of over 35% in size
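ERSR induction read as luciferase luminescence (Bright-Glo, 10 min at room temperature) in stably transfected human U87-MG glioma cells exposed to compounds for 16 h, using GRP78 as sensor.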
LDHA inh – qHTS assay for inhibitors of human lactate dehydrogenase | 480,000 compounds, 0.15% hits | purified LDHA, NADH/diaphorase-resazurin fluorescence; stronger effect = lower value | L-lactate dehydrogenase A chain (Homo sapiens), P00338 | activity change, % (values are at about 110 or 230 µM); in the data active means activity change below about -30%; inconclusive means mostly about -25% to -30%;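 further: plate controls were DMSO wells for no effect and wells without enzyme for full effect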
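Enzyme activity of human lactate dehydrogenase 5 (2 nM; 0.06 mM NADH, 0.2 mM pyruvate, 5 min, RT) is measured via a resazurin/diaphorase fluorescence readout of residual NADH.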
Vif-APOBEC3F blk – qHTS for Inhibitors of Vif-A3F Interactions: qHTS; HeLa A3F-eYFP + Vif (tagged APOBEC3F with the HIV-1 protein that degrades it), YFP fluorescence increase; 390,000 compounds, 0.2% hits; Potency, µM (top dose mostly 46.1 µM), for inactives: top-dose activity, negative = active; further: potency means the concentration at half of the fitted maximal effect; % of control where 0% means no effect; nearly all actives have a fitted effect of over 65% in size
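HeLa cells stably expressing A3F-eYFP plus Vif, plated and incubated overnight at 37 deg C, then exposed to compounds overnight at 37 deg C. Blocked degradation read as raised yellow fluorescence (Ex 488/Em 500-530).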
An asterisk follows results filed as active; ? = inconclusive; . = not tested or not shown; & = joins results of further samples; [ ] = another dose, or the depositor's remark. Unless noted, the call rests on the fitted dose curve; in most records, active means well fitted curve in the direction sought with a large enough effect; inconclusive means small, poorly fitted or top-dose-only effect, or another doubt; inactive means no such curve, though single readings can be large; an effect the other way counts as inactive or inconclusive.

The line under a structure holds: IDH1 R132H inh | TrxR1 substrate | LDHA inh | RXFP1 agonist | PI4K2A block | USP1-UAF1 inh | Vif-A3G inh | GRP78 ERSR act | Vif-APOBEC3F blk
COc1cccc(CN2CCC(C(=O)N3CCN(Cc4ccc5c(c4)OCO5)CC3)CC2)c1
    5.3% | 7.4% | -33.1* | 0.4% | -0.7 | -5.0% | -1.5% | -5.1% | -5.2%
CCCCCCCCCn1c2c(c(=N)c3c1CCC3)CCCC2
    0.3% | -11.2% | -6.8 | -1.0% | -0.1 | -16.5% | -19.8% | -14.6% | 2.2%
COc1cc(C(Nc2ccccn2)c2ccc3ccc(C)nc3c2O)cc(OC)c1O (stereo not drawn)
    -15.3% | -6.0% | 22.7 | 3.2% | 5.9 | -19.6% | ? | -15.4% | 1.9%
CCOC(=O)C1CCN(Cc2ccc(OC)cc2OC)CC1
    1.0% | -9.1% | -21.8 | 0.5% | 3.3 | -4.2% | 0.8% | -4.1% | -7.4%
COc1ccc(-c2nnc(SCC(=O)NNC(=O)Cc3ccccc3)n2C)cc1OC
    -0.6% | 6.8% | -2.1 | 0.3% | 1.1 | -18.4% | 3.2% | -4.1% | -13.3%
Cc1ccc(C)c(N2CCN(CC(=O)Nc3ccc([N+](=O)[O-])cc3C(=O)Nc3ccccc3F)CC2)c1
    7.3% | -8.7% | 8.1 | 7.6% | 0.7 | -15.3% | 1.7% | -2.5% | 4.9%
S=C1NCCOCCOCCOCCOCCNC(=S)N2CCOCCOCCN1CCOCC2
    2.2% | 11.6%[57.1 µM] | -4.6 | -2.2% | 5.2 | -8.6% | 0.3% | -4.1% | 0.9%
CC1=NN(c2ccccc2)C(=O)C1C(=O)c1ccccc1 (stereo not drawn)
    3.1% | -21.0% | -2.8 | -1.3% | 4.6 | -3.2% | -0.9% | -0.5% | 1.8%
CC(Sc1nnc(Nc2ccccc2)s1)C(=O)NC1CCCc2ccccc21 (stereo not drawn)
    0.8% | 4.9% | -5.6 | 1.0% | -0.5 | -20.1% | 0.1% | -3.8% | -1.4%
O=C(Oc1ccccc1N1C(=O)C2CCCCC2C1=O)c1ccc(Cl)cc1 (stereo not drawn)
    3.8% | 2.0% | -3.5 | 2.1% | -0.9 | -4.3% | -0.4% | -6.7% | -8.4%
CCOc1ccccc1N1CCN(c2nc3ccccc3nc2C(C#N)C(=O)OC(C)C)CC1 (stereo not drawn)
    -13.0% | -0.3% | -1.9 | 0.4% | -3.3 | -30.3% | 0.9% | -3.3% | 0.1%
Cn1c(=O)[nH]c(=O)c2c1nc(N/N=C/c1cccnc1)n2Cc1ccc(Cl)cc1
    -7.3% | 17.8%[57.1 µM] | -0.5 | 1.9% | -1.2 | -1.6% | 0.9% | 0.7% | -7.0%
COc1cc(-c2ccc(=O)[nH]n2)ccc1OC(F)F
    15.1% | 0.6% | -1.1 | 2.1% | -2.5&-2.7 | -21.9% | -12.6% | -3.8%&-1.4%&0.0%&-2.6%&-2.0%&-1.3% | -5.3%
O=C(CCCOc1ccc(Cl)cc1Cl)NCc1ccncc1
    2.6% | 1.2% | -9.7 | 0.8% | -0.4 | -14.9% | 3.5% | -4.6% | -0.6%
COC(=O)c1cc(C)sc1NC(=O)CN1CCN(C(=O)c2ccco2)CC1
    9.5% | -2.3% | -3.7 | -0.7% | 3.3 | -6.2% | 1.0% | -4.3% | -5.7%
CCOC(=O)N1CCN(C(=O)c2cc3cc(Br)ccc3oc2=O)CC1
    8.0% | -1.9%[57.1 µM] | -0.1 | -1.7% | 3.0 | -8.8% | -0.2% | -3.5% | 1.8%
O=[N+]([O-])c1ccc(CSC2=NCCS2)cc1
    -5.8% | -2.7% | -3.3 | 0.4% | 0.7 | -19.6% | -1.1% | 1.1% | -19.7%
CCCCCC(=O)Nc1cc(S(=O)(=O)N2CCCCC2)ccc1N1CCOCC1
    7.2% | -8.9% | -2.9 | -0.4% | 0.0 | -8.5% | -0.4% | -0.8% | -2.8%
COc1ccc(C(=O)NC2CCN(S(=O)(=O)c3ccccc3F)CC2)cc1
    -3.1% | -3.6% | -7.5 | -0.9% | 0.6 | -15.1% | 0.0% | -3.9% | 0.4%
O=C(CN1C(=O)NC2(CCOc3ccccc32)C1=O)NCCc1ccc(F)cc1 (stereo not drawn)
    -9.4% | -3.7% | -3.1 | . | 1.6 | -20.9% | 2.9% | -7.0% | 0.4%
CC(=O)Nc1cccc(C(=O)Nc2ccccc2C(=O)O)c1
    9.7% | 5.3% | -8.8 | 0.2% | -16.4 | -18.7% | 2.9% | -3.3% | 8.9%
Cc1ccc[n+](-c2nc3ccccc3nc2C(=C=[N-])C#N)c1
    3.1%&11.1% | -10.3% | 8.9&-3.7 | -3.5%&0.3% | 1.3&10.0 | -22.3%&-1.2% | -7.7%&-9.2% | -3.1%&-3.1% | ?
CN(CC(=O)NC1CCCCCC1)S(=O)(=O)c1ccccc1
    2.7% | 1.3%[57.1 µM] | 2.9 | -0.9% | 7.8 | -12.4% | 1.0% | 3.0% | -0.8%
CC(C)N(Cc1ccccc1)C(=O)CCS(=O)(=O)c1cc2c(cc1Cl)NC(=O)CO2
    1.6% | 5.6% | 1.1 | 4.4% | -1.7 | -25.7% | 3.6% | 0.4% | 0.8%
Cc1cc(C)n(C(=O)c2ccc(NC(=O)CC(C)C)cc2)n1
    5.8% | 10.6%[57.1 µM] | -5.7 | 1.1% | 0.4 | -11.8% | -4.7% | 1.2% | -13.0%
COc1ccc(-c2c3c(=O)n(C)c(=O)n(C)c3cn2-c2cc(OC)ccc2OC)cc1
    -6.3% | 39.8%[activator][57.1 µM] | 5.4 | 20.5% | 0.4 | -12.4% | -22.1% | 1.2% | -0.1%
CCOc1ccc(NC(=O)c2cc(CN3CCCC3)on2)cc1
    8.4% | -5.4%[57.1 µM] | -7.8 | -1.0% | -4.2 | 7.3% | 1.6% | 1.4% | 4.0%
CCOC(=O)C1=CN(Cc2ccco2)S(=O)(=O)N(CC)C1c1ccc(C(F)(F)F)cc1 (stereo not drawn)
    1.8% | 2.0% | 3.1 | . | -5.4 | ? | -3.2% | 8.7% | -1.3%
CC(C)(C)NS(=O)(=O)c1ccc(NS(=O)(=O)Cc2ccccc2)cc1
    -1.3% | 0.8% | -0.7 | 1.4% | -2.0 | -2.1% | 0.7% | -3.5% | 0.4%
CN(CC(=O)NCc1ccc2c(c1)OCO2)CC(=O)Nc1ccc(F)c(F)c1F
    -4.2% | 1.6% | -3.1 | -2.2% | 7.4 | -1.6% | -5.0% | -7.3% | -18.5%
CS(=O)(=O)N1CCN(/[N+]([O-])=N/Oc2ccc([N+](=O)[O-])cc2[N+](=O)[O-])CC1
    . | -2.7% | 6.5 | . | . | . | -9.5% | -11.6% | .
CCCn1cc(CN2CCC(Cc3cccc(F)c3)(C(=O)OCC)CC2)c(C)n1
    1.0% | 3.8% | -1.9 | -0.3% | 6.2 | -20.9% | -0.8% | -4.1% | 2.6%
Cc1ccc(S(=O)(=O)N2CCN(C(=O)CSc3nnc(C)c(=O)[nH]3)CC2)cc1
    0.2% | -10.5% | -0.8 | 0.5% | 0.5 | -10.8% | -1.1% | -5.0% | -7.4%
COCCOC(=O)c1[nH]c2c(c1C)C(=O)CC(c1ccc(OC)cc1)C2 (stereo not drawn)
    -9.1% | -6.1% | -1.8 | -1.0% | -1.6 | -19.0% | 1.3% | 3.4% | 0.1%
Fc1ccccc1CN(CCN1CCOCC1)C(=S)Nc1ccccc1Cl
    -13.9% | -4.9%[57.1 µM] | -9.8 | -3.7% | 1.4 | ? | 2.9% | -2.4% | 3.4%
CCc1cc(C(=O)N/N=C/c2c(C)[nH]c3ccccc23)cs1
    6.7% | -7.2% | -3.2 | 1.7% | 0.0 | -23.1% | -14.0% | 2.0% | 1.8%
COc1ccc2c(c1)c(CC(=O)Nc1c(C)cccc1C)c(C)n2C(=O)c1ccc(Cl)cc1
    . | -4.4% | -0.6 | 3.3% | -0.2 | -5.0% | . | . | .
Cc1ccc2ccc[n+](Cc3ccccc3)c2c1
    -6.3% | 11.6%[57.1 µM] | -8.6 | -1.1% | -3.1 | -17.8% | 3.0% | -6.2% | 0.8%
COc1cc2c(cc1OC)C1(CCCC1)CNC2c1ccc([N+](=O)[O-])cc1 (stereo not drawn)
    -2.3% | -5.7%[57.1 µM] | 0.0 | 0.8% | -0.3 | -7.4% | 0.5% | -4.4% | 4.1%
Nc1ccc(C(=O)OCCc2ccccc2)cc1
    0.0% | -4.9% | 0.0 | -0.5% | 3.4 | -19.0% | -3.5% | -7.0% | 0.4%

Assay outcomes as filed in PubChem.

A portion of the library. The share of hits here may be higher or lower than overall.
